High-throughput results as filed in PubChem.
Gli-Sufu antag – Gli-Sufu pathway antagonists, primary screen, luciferase luminescence, Sufu-KO-LIGHT cells, uHTS | hit rate 0.74% among 340,000 | Sufu-KO-LIGHT fibroblasts, Gli luciferase reporter luminescence | inhibition, % at 5 µM;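 active = inhibition above about 55%, limit read from the data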;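 also: 0% = DMSO-treated cells and 100% = wells with medium but no cells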
CCR6 antag – CCR6 receptor antagonists, primary screen, cell-based, CHO-K1, luminescence, beta-arrestin, uHTS; C-C chemokine receptor type 6 (Homo sapiens), P51684; CHO-K1 CCR6 PathHunter beta-arrestin, CCL20-stimulated; inhibition, % at 20 µM; hit rate 0.49% among 340,000;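 active = compounds whose inhibition of the agonist-driven luminescence signal at 20 µM reaches about 50%, limit read from the data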;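 also: cells stimulated with CCL20 at 14 nM final; plate controls were DMSO with CCL20 for no effect and DMSO without agonist for full effect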
697 NFkB inh – inhibitors of PMA/ionomycin-induced NF-kB reporter, 697 cells, primary screen, B-cell NF-kB inhibitor project, cell-based, luminescence, uHTS. 697 B-cell NF-kB luciferase reporter, 16 h. inhibition, % at 4 µM. hit rate 0.33% among 330,000; in the data active = inhibition above about 35%
Apaf-1 inh – inhibitors of human Apaf-1 apoptosome, primary screen, biochemical, DEVD-Rh110 fluorescence, uHTS; Apoptotic protease-activating factor 1 (Homo sapiens), O14727; reconstituted apoptosome caspase-3 activity; hit rate 0.71% among 330,000; inhibition, % at 20 µM; active = inhibition of at least 40% at 20 µM;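 also: plate controls were DMSO wells for no effect and DEVD-CHO caspase inhibitor wells for full effect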
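Material: reconstituted apoptosome with Apaf-1, cytochrome c, caspase-9, procaspase-3, dATP; medium: pH 7.5 Hepes buffer with CHAPS, BSA, DTT; also added: cytochrome c and DEVD-Rh110 substrate; timing: 30 min plus 50 min, RT; signal: Rh110 fluorescence intensity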
EBI2 antag – EBI2 receptor antagonists, beta-arrestin recruitment, primary screen, cell-based, luminescence, 7a,25-OHC stimulation, uHTS; hit rate 0.81% among 360,000; AID 651636, 2012; 7a,25-OHC stimulated; G-protein coupled receptor 183 (Homo sapiens), P32249; inhibition, % at 5 µM; in the data active = inhibition above about 38%;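 also: enzyme fragment complementation signal reports receptor beta-arrestin coupling in cells; 0% = agonist plus DMSO wells and 100% = wells without agonist; some results beyond the cut were filed as inactive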
Target sequence (P32249 whole entry, looked up, the tested form may be a part): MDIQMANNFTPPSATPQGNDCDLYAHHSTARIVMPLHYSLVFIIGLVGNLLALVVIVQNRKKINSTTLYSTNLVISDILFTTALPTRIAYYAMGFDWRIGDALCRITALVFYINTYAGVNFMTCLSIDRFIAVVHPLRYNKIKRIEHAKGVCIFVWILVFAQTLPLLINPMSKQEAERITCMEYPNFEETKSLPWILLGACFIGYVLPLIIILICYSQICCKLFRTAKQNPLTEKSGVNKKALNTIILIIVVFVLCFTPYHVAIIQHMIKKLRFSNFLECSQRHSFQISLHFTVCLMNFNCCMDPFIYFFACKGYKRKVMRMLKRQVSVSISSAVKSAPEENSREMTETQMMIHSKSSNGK
Jurkat NFkB inh – inhibitors of induced NF-kB luciferase reporter, primary screen, TCR NF-kB activation inhibitor project, cell-based, luminescence, uHTS | Jurkat, PMA/ionomycin-induced NF-kB luciferase reporter | inhibition, % at 4 µM | hit rate 0.53% among 330,000 | AID 435003, 2010
UBC13 polyUb – UBC13 polyubiquitin chain formation inhibitors, primary screen, biochemical, TR-FRET, uHTS; inhibition, % at 20 µM; hit rate 0.47% among 330,000; in the data active = inhibition above about 45%, passing the limit was not always enough
Target sequence (P61088 whole entry, looked up): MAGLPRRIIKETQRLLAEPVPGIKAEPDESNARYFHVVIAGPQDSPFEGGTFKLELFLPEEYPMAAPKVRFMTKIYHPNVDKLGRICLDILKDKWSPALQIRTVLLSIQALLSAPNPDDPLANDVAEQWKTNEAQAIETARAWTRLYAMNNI
SENP8 inh – SENP8 protease inhibitors, primary screen, biochemical, luminescence | Sentrin-specific protease 8 (Homo sapiens), Q96LD8 | hit rate 1.2% among 330,000 | purified SENP8, Z-RLRGG-aminoluciferin cleavage | inhibition, % at 10 µM
Target sequence (Q96LD8 whole entry, looked up): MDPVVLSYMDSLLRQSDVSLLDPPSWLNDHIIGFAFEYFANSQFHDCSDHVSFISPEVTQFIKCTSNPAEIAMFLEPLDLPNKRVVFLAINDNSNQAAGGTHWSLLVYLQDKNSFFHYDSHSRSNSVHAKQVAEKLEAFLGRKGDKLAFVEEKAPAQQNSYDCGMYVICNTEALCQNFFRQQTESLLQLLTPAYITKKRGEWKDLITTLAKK
The depositor's hits bear a star; . = not tested or not shown. Rule as the data show it, unless noted: active = inhibition above about 50%; inactive = the rest.

SMILES	Gli-Sufu antag	CCR6 antag	697 NFkB inh	Apaf-1 inh	EBI2 antag	Jurkat NFkB inh	UBC13 polyUb	SENP8 inh
CC1=C(C(=O)OC(C)C)C(c2cccs2)C(C(=O)OC(C)C)=C(C)N1	7	24	-2	26	8	10	10	-4
COc1ccc(/C=C2\CN(Cc3ccccc3)C/C(=C\c3ccc(OC)c(O)c3)C2=O)cc1O	9	20	-65	33	-7	53*	-37	3
O=C(Cc1ccccc1)Nc1scc(-c2ccccc2)c1C(=O)N1CCOCC1	3	4	10	5	-4	-15	-15	-5
COC(=O)c1cc(S(=O)(=O)NCc2ccc(S(N)(=O)=O)cc2)oc1C	1	-8	4	2	1	-20	-2	-13
Nc1ncc2c(n1)-c1ccoc1CC2	0	0	-23	3	-13	-28	8	4
O=C(c1ccc(N2CCCC2=O)cc1)N1CCN(c2ccccc2O)CC1	-5	8	8	1	10	0	-13	-7
CSCCC(NC(=O)COc1ccccc1)C(=O)OCc1ccc([N+](=O)[O-])cc1 (stereo unspecified)	-6	-6	2	15	1	0	-7	5
Cc1cccc(OCc2nnc(SCC(=O)N3c4ccccc4Sc4ccc(Cl)cc43)o2)c1	12	7	-11	16	23	4	-3	4
Cc1cc(-c2nnc(CCC(=O)N(C)Cc3cccc4ccccc34)o2)no1	4	16	-8	1	7	-21	-1	-6
C[C@H]1CN([C@@H](C)CO)C(=O)Cc2cc(NC(=O)CCC(F)(F)F)ccc2O[C@H]1CN(C)S(=O)(=O)c1ccc(F)cc1	-20	2	12	12	-2	-7	4	-9
CN(C)C1(CNC(=O)C2CCN(S(=O)(=O)c3ccccc3C(F)(F)F)CC2)CCCCC1	12	6	-10	13	-8	4	-6	-1
CC(C)OC1(c2ccccc2)OC(=O)c2ccccc21 (stereo unspecified)	5	0	14	-10	5	2	19	-9

The closing two entries of the section above are carried over, then new ones follow:
SMILES	Gli-Sufu antag	CCR6 antag	697 NFkB inh	Apaf-1 inh	EBI2 antag	Jurkat NFkB inh	UBC13 polyUb	SENP8 inh
CN(C)C1(CNC(=O)C2CCN(S(=O)(=O)c3ccccc3C(F)(F)F)CC2)CCCCC1	12	6	-10	13	-8	4	-6	-1
CC(C)OC1(c2ccccc2)OC(=O)c2ccccc21 (stereo unspecified)	5	0	14	-10	5	2	19	-9
COC(=O)CCC(=O)OC1(C)C(=O)C=C2C=C(C3CC3)N(C(CO)CO)C=C2C1=O (stereo unspecified)	0	-8	13	33	-3	-4	-80	0
COc1cc(NC(=O)CN2CCN(CC(=O)Nc3ccccc3OC)CC2)cc(OC)c1	20	-2	12	8	-3	-10	17	-4
CC(OC(=O)c1ccc2ncsc2c1)C(=O)Nc1ncc(Cl)cc1Cl (stereo unspecified)	-2	10	13	-6	-4	12	3	-7
Cn1c(=O)n(CCc2ccccc2)c(=O)c2c1nc1n2CCCN1Cc1ccccc1	14	35	-5	25	35	15	4	-4
CCN1CCN(c2ccc(S(=O)(=O)N3CCCCC3)cc2NC(=O)CC(NC(C)=O)c2ccccc2)CC1 (stereo unspecified)	-1	2	-4	5	6	-4	-1	2
Cc1ccc(-c2nc3ccccc3c(=O)n2CCCN2CCOCC2)cc1	-4	-5	-32	13	11	-17	-6	2
N#Cc1c(-c2ccc(Cl)cc2)cc(-c2cccs2)nc1SCC(=O)O	22	8	6	-3	-1	7	-6	-1
Nc1ncnc2c1ncn2[C@H]1CC[C@@H](CO)O1	-12	-14	14	-1	5	6	6	4
Cc1n[nH]c(C)c1CCCCOc1ccccc1F	34	8	-7	-1	-11	7	11	-2
CC1CCN(C(=O)Cn2cnc3c(cnn3C(C)(C)C)c2=O)CC1	.	3	-26	-8	3	-45	-4	-5
CCCCOC(=O)c1[nH]c2c(c1C)C(=O)CC(c1cc(OC)c(OC)c(OC)c1)C2 (stereo unspecified)	52	-1	19	6	2	36	4	2
O=C(NNC(=O)c1csc(N2CCOCC2)n1)c1ccc(Cl)nc1	-7	5	7	-4	-8	-7	4	-13

In the list so far, these contain an aryl methoxy group.
SMILES	Gli-Sufu antag	CCR6 antag	697 NFkB inh	Apaf-1 inh	EBI2 antag	Jurkat NFkB inh	UBC13 polyUb	SENP8 inh
COc1ccc(/C=C2\CN(Cc3ccccc3)C/C(=C\c3ccc(OC)c(O)c3)C2=O)cc1O	9	20	-65	33	-7	53*	-37	3
COc1cc(NC(=O)CN2CCN(CC(=O)Nc3ccccc3OC)CC2)cc(OC)c1	20	-2	12	8	-3	-10	17	-4
CCCCOC(=O)c1[nH]c2c(c1C)C(=O)CC(c1cc(OC)c(OC)c(OC)c1)C2 (stereo unspecified)	52	-1	19	6	2	36	4	2

The results go on:
SMILES	Gli-Sufu antag	CCR6 antag	697 NFkB inh	Apaf-1 inh	EBI2 antag	Jurkat NFkB inh	UBC13 polyUb	SENP8 inh
CCOC(=O)c1ccc(OC)c(OC)c1Cl	-8	-4	-2	8	-6	-10	-1	-4
O=C(COC(=O)/C=C/C(=O)N1CCN(c2ccccc2)CC1)NCc1ccc(F)cc1	-2	-11	6	5	-1	-11	-12	10
COc1ccc(C2CC(C(F)(F)F)n3nc(C(=O)O)c(Br)c3N2)cc1 (stereo unspecified)	25	7	1	9	0	-9	-2	-12
COc1ccc(NC(=O)C2CCCN(S(=O)(=O)c3c(C)[nH]c(=O)[nH]c3=O)C2)cc1Cl (stereo unspecified)	6	13	10	5	-1	-6	-6	-7
O=C(CSCCc1ccccn1)Nc1cccnc1	4	-10	-9	8	-16	-13	-7	-3
Cc1cc(C)nc(NC(=O)c2cccc([N+](=O)[O-])c2)c1	-6	10	18	0	-6	1	-20	-2
O=C(Nc1nc2ccccc2[nH]1)c1ccc(S(=O)(=O)N2CCOCC2)cc1	-14	14	-5	-22	-13	-3	11	0
N/C(=N\O)c1ccccc1-n1cccc1	19	-4	6	-12	-5	-13	-6	2
Fc1ccccc1OCCn1c(=S)[nH]c2ccccc21	6	6	-4	-2	12	8	8	3
CC1CCCC(NC(=O)COC(=O)COc2ccc(Cl)cc2)C1C (stereo unspecified)	-2	0	15	10	-1	1	-4	-5
O=C(CN1C(=O)COc2ccc(S(=O)(=O)N3CCCCC3)cc21)NCc1ccc(Cl)cc1	59*	14	-2	12	16	32	1	1
Nc1ccccc1C(=O)NCc1ccco1	4	-1	18	-3	-5	5	7	0

Single records, as listed above. Order of values: Gli-Sufu antag | CCR6 antag | 697 NFkB inh | Apaf-1 inh | EBI2 antag | Jurkat NFkB inh | UBC13 polyUb | SENP8 inh
Profile of Fc1ccccc1OCCn1c(=S)[nH]c2ccccc21 = 6 | 6 | -4 | -2 | 12 | 8 | 8 | 3
Profile of Nc1ccccc1C(=O)NCc1ccco1 = 4 | -1 | 18 | -3 | -5 | 5 | 7 | 0
Profile of COc1cc(NC(=O)CN2CCN(CC(=O)Nc3ccccc3OC)CC2)cc(OC)c1 = 20 | -2 | 12 | 8 | -3 | -10 | 17 | -4
Profile of Cn1c(=O)n(CCc2ccccc2)c(=O)c2c1nc1n2CCCN1Cc1ccccc1 = 14 | 35 | -5 | 25 | 35 | 15 | 4 | -4
Profile of O=C(COC(=O)/C=C/C(=O)N1CCN(c2ccccc2)CC1)NCc1ccc(F)cc1 = -2 | -11 | 6 | 5 | -1 | -11 | -12 | 10

Next part.
SMILES	Gli-Sufu antag	CCR6 antag	697 NFkB inh	Apaf-1 inh	EBI2 antag	Jurkat NFkB inh	UBC13 polyUb	SENP8 inh
O=C(Cn1nc(-c2nn(CC(=O)c3ccccc3)c3[n+]2CCCCC3)[n+]2c1CCCCC2)c1ccccc1	2	7	10	-7	1	-9	78*	3
O=C(CSc1nccc(=O)[nH]1)Nc1ccccc1Sc1ccccc1	-1	6	12	2	-9	-2	-1	3
O=C(Nc1ccc(Cl)cc1Cl)Nn1cnnc1	-7	-4	-13	5	-5	-10	-6	-9
CN(C)c1cc(-c2ccccc2)nc(-c2ccccc2)n1	4	10	-2	-11	-14	5	6	6
Cc1ccc(OCC(O)CN2CCN(c3ccccc3)CC2)cc1 (stereo unspecified)	-21	15	2	4	31	-10	4	4
CN(C)CCc1c[nH]c2ccc(Cn3cncn3)cc12	.	.	14	-8	.	-4	7	5
Cc1ccc(N=Nc2c(N)nn(-c3ccccc3)c2N)cc1	-82	27	-318	8	18	-5	-17	-8
OC(C#CCCN1CCCCC1)(c1ccccc1)C1CCCCC1 (stereo unspecified)	2	7	-23	-13	-9	18	11	-4
Cc1cccc(C(=O)C2CCN(S(=O)(=O)c3cccc(C(=O)O)c3)CC2)c1	18	12	11	0	1	7	-4	1
CCOC(=O)C1CCN(S(=O)(=O)c2ccc3c(c2)NC(=O)C(C)S3)CC1 (stereo unspecified)	-16	9	-12	6	-5	2	-5	-5
COc1ccc(S(=O)(=O)N2CCCCC2)cc1NC(=O)C1COc2ccccc2O1 (stereo unspecified)	3	8	-21	31	-6	-3	-11	9
CCn1c(SCc2nc(-c3ccccc3)no2)nc2ccccc21	4	7	-13	15	8	8	9	6

Grouped by structure, those above with a COOH group.
SMILES	Gli-Sufu antag	CCR6 antag	697 NFkB inh	Apaf-1 inh	EBI2 antag	Jurkat NFkB inh	UBC13 polyUb	SENP8 inh
N#Cc1c(-c2ccc(Cl)cc2)cc(-c2cccs2)nc1SCC(=O)O	22	8	6	-3	-1	7	-6	-1
COc1ccc(C2CC(C(F)(F)F)n3nc(C(=O)O)c(Br)c3N2)cc1 (stereo unspecified)	25	7	1	9	0	-9	-2	-12
Cc1cccc(C(=O)C2CCN(S(=O)(=O)c3cccc(C(=O)O)c3)CC2)c1	18	12	11	0	1	7	-4	1

Carrying on.
SMILES	Gli-Sufu antag	CCR6 antag	697 NFkB inh	Apaf-1 inh	EBI2 antag	Jurkat NFkB inh	UBC13 polyUb	SENP8 inh
C#CCOCCOCCOCCNc1nc(N2CCN(C(=O)[C@H](CCCCN)n3cc([C@@H](N)C(C)CC)nn3)CC2)nc(N2CCN(C(=O)[C@H](Cc3ccc(O)cc3)n3cc([C@@H](N)CC(C)C)nn3)CC2)n1 (stereo partly specified)	15	5	-6	2	-3	8	57*	-1
COc1ccc(CN2CCN(C(=O)CC(C)C)CC2)c(OC)c1OC	9	-10	18	-1	-9	10	2	-2
CC(C)N1C(=O)C(Cc2nc3ccccc3c(=O)n2-c2ccccc2)c2ccccc21 (stereo unspecified)	10	21	-20	9	12	-13	-7	-9
CCN(CC(=O)Nc1ccc2c(c1)CCC2)Cc1nc2ccccc2c(=O)[nH]1	1	4	-25	16	5	-9	4	2
CCOc1ccc(CCN2C(=O)C(=O)N([C@H](CCCN(C)Cc3ccccc3)CNCc3ccccc3)C[C@@H]2C(C)C)cc1	.	.	22	26	.	17	8	10
C/C=C/Cn1c(SCc2ccc(Cl)cc2)nc2c1c(=O)[nH]c(=O)n2C	9	26	-28	35	3	-4	-2	-9
CC(=O)N1c2ccc(S(=O)(=O)NCC3CCC(C(=O)NCc4ccc(C)cc4)CC3)cc2CC1C (stereo unspecified)	12	16	-23	-11	57*	7	4	-1
CC(=O)Nc1nnc(S(=O)(=O)N2CCN(c3ccc([N+](=O)[O-])cc3Cl)CC2)s1	32	16	7	12	13	-6	-15	-2
Cc1cc(C)n2nc(CNS(=O)(=O)c3ccc([N+](=O)[O-])cc3)nc2n1	6	-5	12	-6	-2	8	-3	-2
CC(C)(C)c1cc(NC(=O)c2ccco2)n(-c2ccccc2)n1	-5	5	1	-7	0	8	-3	-1
COc1cc([N+](=O)[O-])cc(/C=N/NC(=O)c2cncc(Br)c2)c1O	6	23	-2	-13	20	5	-65	64*
COc1ccc(C(=O)NC2CCN(C(=S)NCCc3ccccc3)CC2)cc1	21	6	12	4	10	4	1	6
COc1cccc(NC(=O)COC(=O)Cn2c(C)csc2=O)c1	-2	1	11	-38	12	1	6	5

This is a subset; rates above refer to the full screens.
